INS-1E GSIS act = primary screen for activators of insulin secretion dependent on glucose, INS-1E cells, GLuc reporter luminescence; INS-1E GLuc reporter insulin secretion, 2-3 h; activation, % at 16.6 µM; hit rate 0.61% among 370,000;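 active = lowest replicate activation of at least 40%, so every replicate reaches that level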;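 note: 0% = median of neutral control wells and 100% = median of IBMX positive control wells; some compounds called inactive have numbers as strong as hits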
LGR2 inh = inhibitors of bursicon-induced Drosophila LGR2 receptor cAMP signaling | HEK293 LGR2, CRE-luciferase, bursicon-stimulated, 4 h | inhibition, % at 9.99 µM | hit rate 0.35% among 380,000 | AID 720647;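 active = drop in luminescence signal, shown as inhibition above about 50% in the replicate tests, limit read from the data, passing the limit was not always enough; inconclusive = probably only some replicates passing the limit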;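 note: agonist challenge used bursicon conditioned medium at about half maximal strength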
PAX8 reporter = lowers PAX8-driven luciferase in RMG-I cells | RMG-I TPO-luciferase reporter, SteadyGlo, 24 h | inhibition, % at 12.6 µM | hit rate 1.2% among 360,000;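 active = mean replicate inhibition at least 60% with every replicate also reaching 60%; inconclusive = only one of the two criteria is met; inactive = mean below 60% and not all replicates reaching 60%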;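 note: luciferase light reporting Pax8 driven TPO promoter activity; plate controls were median of neutral control wells for no effect and mitoxantrone controls for full effect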
The depositor's hits bear a star; ? = inconclusive. Not all compounds are listed; the hit share may differ from the screen's.

SMILES	INS-1E GSIS act	LGR2 inh	PAX8 reporter
COc1ccc(C=C2OC(=O)C(C(C)=O)=C2O)cc1	18	4	-31
CC1(Br)C(Sc2ccccc2[N+](=O)[O-])=Nc2ccccc21 (configuration not stated)	-3	6	38
COc1ccccc1C/C(N)=N/OC(=O)c1ccco1	10	4	9
C[C@@H]1ON(C)[C@H]2C[C@H]3c4[nH]c5c(-c6cc(Cl)cc(Cl)c6)cccc5c4CCN3C(=O)[C@@H]12	3	18	11
Cc1cccc(-c2noc(CCC(=O)NC3CCCC3)n2)c1	7	-15	-18
COC(=O)c1ccc2nc(-c3ccc(F)cc3)c(Cc3ccccc3C(F)(F)F)n2c1	-26	-27	-28
Cc1ccnc(NS(=O)(=O)c2ccc(C(C)(C)C)cc2)c1	6	5	-3
COc1ccc(OC)c(NC(=O)CCNS(=O)(=O)c2ccc3c(c2)c(=O)n(C)c(=O)n3C)c1	1	-27	11
O=C1c2ccccc2S(=O)(=O)c2cc(N3CCN(C(=O)c4ccccc4)CC3)ccc21	15	?	1
Cc1cc(N2CCN(C)CC2)nc2ccc(NC(=O)CCC(=O)NCCCOC(C)C)cc12	1	-17	2
C=CCNC(=O)C(=O)NCCOc1ccccc1Cl	-1	-43	3
CCCCC1OC2(C)OC(=N)C1(C#N)C(C#N)(C#N)C2c1ccccc1 (configuration not stated)	-21	-6	23
COC(=O)CC#C[C@H](C)[C@@H](NS(=O)(=O)c1ccc(C)cc1)C1CCCCC1	-18	19	-1
COc1cc(N)c(Cl)cc1C(=O)OC(C)C(=O)Nc1cccc(S(=O)(=O)N2CCOCC2)c1 (configuration not stated)	3	13	5
COc1ccc(Oc2c(O)c3ccccc3n(C)c2=O)cc1	7	5	19
O=C(Cn1c(O)c(N=NC(=O)c2ccncc2)c2ccccc21)Nc1ccccc1	15	-2	22
COc1ccc([N+](=O)[O-])cc1NC(=O)c1cncc(Br)c1	4	-6	7
CCOC(=O)[C@]12CCC=C1N(CCC1=CCCCC1)C(=O)[C@H](CC(=O)N1CCN(C(=O)c3ccco3)CC1)C2	-12	9	-1
O=C1NC[C@H](CCCCN2C[C@H](Cc3ccccc3)N(CCc3ccc(O)cc3)C(=O)C2=O)N(CC2CCCCC2)C1=O	-6	4	7
NC(=O)c1ccsc1NC(=O)CS(=O)(=O)c1ccccc1	20	-19	-4
O=C1c2ccccc2C(c2nnnn2-c2ccc3c(c2)OCCO3)N1CCc1ccc(O)cc1 (configuration not stated)	20	-43	-14
COc1ccc(OC)c(CN2C(=O)CSCC2(C)C(=O)NCc2ccccc2)c1 (configuration not stated)	-1	-7	0
COCCCn1cc(CN2CC(N3CCN(C4CCN(C)CC4)CC3)CS2(=O)=O)nn1 (configuration not stated)	21	3	7
O=C(NCCN1CCC(n2c(=O)[nH]c3ccccc32)CC1)c1cc(F)cc(F)c1	-2	6	-19
COc1cccc(CNC(=O)CCCCCn2c(=S)[nH]c3ccc(N4CCOCC4)cc3c2=O)c1	5	1	-6
Later entries.
SMILES	INS-1E GSIS act	LGR2 inh	PAX8 reporter
COC(=O)C1=C(C)N(Cc2ccc(C(F)(F)F)cc2)C(=NCc2ccccc2)NC1c1ccccc1 (configuration not stated)	949*	16	12
O=C(NCCc1csc(-c2ccccc2)n1)c1c(F)cccc1Cl	-4	-9	1
CC(C)[C@H](NC(=O)c1cccs1)C(=O)N1CCC[C@H]1C(=O)NCc1ccccc1	1	9	1
O=C(C[n+]1ccccc1)N/N=C/c1cccs1	11	-7	8
CC(=O)C1=C(C)N(Cc2ccc(Br)cc2)C(=S)NC1c1cccc(Cl)c1 (configuration not stated)	-41	3	24
O=C(NNc1nc2c(F)cc(F)cc2s1)c1ccccc1	-2	5	-6
CC/C(=N\NC(=O)c1ccc(Br)cc1)c1ccccc1	-6	3	-8
O=C1CCN(Cl)C(=O)N1Cl	24	7	-4
Cc1ccc(Nc2nc(CSc3nnc(-c4cccnc4)n3-c3ccccc3F)cs2)cc1	5	4	5
Cc1ccc(C(=O)NC2=NCCS2)cc1	15	-21	-88
CC(C)[C@H](NS(=O)(=O)c1ccc(F)cc1F)C(=O)N1CCC[C@H]1C(=O)NCCc1ccccc1Cl	-15	13	13
COc1ccc(OCC(=O)N/N=C2/C=C(C)CC2)cc1	-1	3	4
CCOC(=O)[C@]12CCCC=C1N(CCC1=CCCCC1)C(=O)[C@H](CC(=O)N1CCSCC1)C2	-36	-11	8
O=C1NC(Cc2ccccc2)c2nc3cc(Cl)ccc3c(=O)n2-c2ccccc21 (configuration not stated)	12	-3	13
Cc1cc(N2CCNC[C@@H]2C)ccc1N1C[C@@H](C)O[C@@H](C)C1	11	-5	2
Cc1cccc(OCC(=O)Nc2ccc3c4c(cccc24)CC3)c1C	-8	-10	21
COC1=CC(=O)OC(c2ccc(C(F)(F)F)cc2)C1 (configuration not stated)	-18	-15	16
O=C(/C=C(\Nc1ccc(Cl)c(C(F)(F)F)c1)c1ccccc1)c1ccccc1	-6	-73	-50
O=C(NC1CCCCC1)C(c1cccc2ccccc12)n1c(=O)c(-c2cc3ccccc3[nH]2)nc2ccccc21 (configuration not stated)	-15	3	51
CCOC(=O)c1c(NC(=O)Cn2cnc3sc(C)c(-c4ccccc4)c3c2=O)sc(C)c1C	-4	-10	-6
O=[N+]([O-])c1ccc(N2CCN(S(=O)(=O)c3ccccc3[N+](=O)[O-])CC2)cc1NCc1cccnc1	-18	-4	19
O=S1(=O)CC(N2CC=CC2)CN1Cc1cn(Cc2ccc(Cl)cc2)nn1 (configuration not stated)	5	-4	3
O=C(C1CC(=O)N(C2CCCCC2)C1)N1CCc2ccccc21 (configuration not stated)	-26	3	2
COC(=O)c1ccc(C23CC4(C2)[C@H](CN(Cc2ccc(-c5ccccc5)cc2)[C@@H]4c2ccccc2)C3c2ccc(C(F)(F)F)cc2)cc1 (some centres not stated)	-3	-6	-5
CCCCC[C@@H](C)N1C[C@H](COCc2ccccc2)Oc2cc(N3CCC[C@@H]3CO)ccc2S1(=O)=O	-7	18	10
Further results follow:
SMILES	INS-1E GSIS act	LGR2 inh	PAX8 reporter
C[C@@]12CC[C@@H](C3=C(CCC3)C1)N2c1ccccc1	11	-8	-6
O=C(C(=O)N1CCCN(Cc2ccc(F)cc2)CC1)c1ccccc1	27	-5	-8
O=C(CC1C(=O)NCCN1Cc1cccc(Oc2ccccc2)c1)NCC1CCOCC1 (configuration not stated)	-4	23	4
Oc1cccc(C2c3[nH]c4ccccc4c3CCN2Cc2ccc3c(c2)CCO3)c1 (configuration not stated)	1	2	36
CCCCNc1c(NC(C)=O)c(=O)oc2ccccc12	-4	-2	10
COc1ccc(/C=N/OCC(=O)N(Cc2ccc(OC)cc2)c2ccccc2C(=O)O)cc1	2	5	8
CCN(CC)CCNC(=O)c1ccc(NC(=O)c2cccc(S(=O)(=O)Nc3ccc(C)cc3)c2)cc1	-4	5	4
Cc1ccc(NS(=O)(=O)c2ccc(/C=C/C(=O)O)cc2)cc1Cl	-17	5	11
CCOC(=O)C1CCN(C(=O)/C=C/c2ccccc2)CC1	-8	-62	-125
COc1cccc(-c2oc3c(c2-c2ccc(OC)nc2)C(O)CCC3)c1 (configuration not stated)	3	-16	1
COc1ccc2c3c([nH]c2c1)[C@@H](CO)N(C(=O)C1CC1)CC31CN(C(=O)NC(C)C)C1	10	7	-18
COC(=O)C(=Cc1ccncc1)c1cccc2ccccc12	6	12	-1
COC(=O)[C@]12CCCCC=C1N(Cc1ccco1)C(=O)[C@H](CC(=O)N1CCN(C(=O)C3CC3)CC1)C2	4	-3	-23
NC(=O)Cc1ccc(Nc2nnc(-c3ccc(O)cc3)c3ccccc23)cc1	-4	10	18
O=C1NC[C@@H](CCCCN2C[C@H](Cc3ccccc3)N(Cc3ccccc3)C(=O)C2=O)N(CCc2ccccc2)C1=O	-39	15	0
Cc1ccc(Cc2cnc(NC(=O)C3=NCCN3)s2)cc1	14	-38	-12
CC(=O)Nc1ccc(N=C(C2=C(O)c3ccccc3C2=O)c2ccccc2)cc1	-11	-56	-30
Nc1[nH]c(C(=O)c2ccc(Br)cc2)c(-c2ccccc2Cl)c1C(=O)NCCc1c[nH]c2ccccc12	-12	7	23
CCc1ccc(C2c3[nH]c4ccccc4c3CCN2C(=O)CN2CCN(CC)CC2)cc1 (configuration not stated)	-6	17	16
Cc1ccc(S(=O)(=O)N2CCN(C(=O)C3CCCC3)CC2)cc1C	-9	-35	-5
NC(=O)NN=C1CCC(O)CC1CC(=O)O (configuration not stated)	7	9	-7
COC(=O)C1=C(C)N(Cc2cccc(C(F)(F)F)c2)C(=NCc2ccc(C(F)(F)F)cc2)NC1c1ccccc1C(F)(F)F (configuration not stated)	-8	-13	14
COC(=O)c1cc2c(c3c4cc(OC)ccc4n(S(=O)(=O)c4ccc(C)cc4)c13)C(=O)N(Cc1ccccc1)C2	11	-4	-10
O=C(N[C@@H](Cc1ccccc1)c1nc2ccccc2[nH]1)c1ccc([N+](=O)[O-])cc1	-26	-8	13
COCCN1C(=O)[C@H]2C[C@@]13O[C@H](C1CCCCC1)N=C3CC1c3ccccc3C[C@@]12C (some centres not stated)	-24	-14	-7
Next structures.
SMILES	INS-1E GSIS act	LGR2 inh	PAX8 reporter
CCCCC[C@@H](C)N1C[C@@H](COCc2ccccc2)Oc2cc(N3CC[C@@H](N(C)C)C3)ccc2S1(=O)=O	70	-1	17
CC(C)CC1OC(C(C)C)Cc2[nH]c(=S)[nH]c(=O)c21 (configuration not stated)	10	-15	-11
Cc1ccc(Oc2ccc(C(=O)NCc3ccncc3)cc2)cc1	-62	19	-6
CC(C)C[C@@H]1Cc2[nH][nH]c(=O)c2[C@H](c2ccc(Cl)cc2)O1	32	15	8
C[C@@H](c1ccccc1)N1C[C@H](COCc2ccccc2)Oc2cc(N3CCC[C@H]3CO)ccc2S1(=O)=O	8	2	16
Cc1cccc(C)c1NC(=O)C(c1ccncc1)n1c(=O)c(-c2ccccc2)nc2ccccc21 (configuration not stated)	-5	-30	-55
Cc1cccc(C)c1NC(=O)C1(C)CN(S(C)(=O)=O)CC(=O)N1CCCn1ccnc1 (configuration not stated)	23	-7	-17
COc1ccccc1/C=N/NC(=O)CCn1cnc2ccccc21	4	-4	-45

A draw from above in order of heavy-atom count, lowest first.
SMILES	INS-1E GSIS act	LGR2 inh	PAX8 reporter
NC(=O)NN=C1CCC(O)CC1CC(=O)O (configuration not stated)	7	9	-7
CC(C)CC1OC(C(C)C)Cc2[nH]c(=S)[nH]c(=O)c21 (configuration not stated)	10	-15	-11
CC(C)C[C@@H]1Cc2[nH][nH]c(=O)c2[C@H](c2ccc(Cl)cc2)O1	32	15	8
COC(=O)C(=Cc1ccncc1)c1cccc2ccccc12	6	12	-1
COc1ccccc1/C=N/NC(=O)CCn1cnc2ccccc21	4	-4	-45
COc1cccc(-c2oc3c(c2-c2ccc(OC)nc2)C(O)CCC3)c1 (configuration not stated)	3	-16	1
NC(=O)Cc1ccc(Nc2nnc(-c3ccc(O)cc3)c3ccccc23)cc1	-4	10	18
O=C(N[C@@H](Cc1ccccc1)c1nc2ccccc2[nH]1)c1ccc([N+](=O)[O-])cc1	-26	-8	13
Cc1cccc(C)c1NC(=O)C1(C)CN(S(C)(=O)=O)CC(=O)N1CCCn1ccnc1 (configuration not stated)	23	-7	-17
CCc1ccc(C2c3[nH]c4ccccc4c3CCN2C(=O)CN2CCN(CC)CC2)cc1 (configuration not stated)	-6	17	16
Cc1cccc(C)c1NC(=O)C(c1ccncc1)n1c(=O)c(-c2ccccc2)nc2ccccc21 (configuration not stated)	-5	-30	-55
COC(=O)[C@]12CCCCC=C1N(Cc1ccco1)C(=O)[C@H](CC(=O)N1CCN(C(=O)C3CC3)CC1)C2	4	-3	-23
CCCCC[C@@H](C)N1C[C@@H](COCc2ccccc2)Oc2cc(N3CC[C@@H](N(C)C)C3)ccc2S1(=O)=O	70	-1	17
COC(=O)c1cc2c(c3c4cc(OC)ccc4n(S(=O)(=O)c4ccc(C)cc4)c13)C(=O)N(Cc1ccccc1)C2	11	-4	-10
O=C1NC[C@@H](CCCCN2C[C@H](Cc3ccccc3)N(Cc3ccccc3)C(=O)C2=O)N(CCc2ccccc2)C1=O	-39	15	0
COC(=O)C1=C(C)N(Cc2cccc(C(F)(F)F)c2)C(=NCc2ccc(C(F)(F)F)cc2)NC1c1ccccc1C(F)(F)F (configuration not stated)	-8	-13	14

Two entries from above, with two lines to a compound.
Every second line gives: INS-1E GSIS act, LGR2 inh, PAX8 reporter
- CC(C)C[C@@H]1Cc2[nH][nH]c(=O)c2[C@H](c2ccc(Cl)cc2)O1
  32, 15, 8
- C[C@@H](c1ccccc1)N1C[C@H](COCc2ccccc2)Oc2cc(N3CCC[C@H]3CO)ccc2S1(=O)=O
  8, 2, 16
